S1P1 ag pot: activates or potentiates agonism at human S1P1 receptor; P21453; S1P1 CRE-bla cells, forskolin, beta-lactamase FRET, potentiator mode; S1P1 agonist co-added at EC20, 2 nM; 100% = saturating reference agonist, 0% = basal; activation, % at 9.5 µM; actives 0.57% (n = 56,000);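 active = activation above a cutoff set at the mean activation of all tested compounds plus 3 SD, cut at about 54% in these data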;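 also: forskolin at 4 µM as EC80 and the EC20 agonist is SEW2871; 100% = SEW2871 at its EC100 plus forskolin at EC80; some compounds past the cut are filed as inactive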
HTR1E antagonist: blocks the human 5-HT1E serotonin receptor | AID 571 | CHO 5-HT1E Ga15 NFAT-bla reporter, FRET, antagonist | P28566 | actives 0.99% (n = 65,000) | inhibition, % at 6 µM;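 active = inhibition above a set limit, the mean inhibition across every tested compound plus 3 SD, cut at about 29% in these data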;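 also: signal is the 460 over 535 nm emission ratio of beta-lactamase substrate; 0% = agonist plus DMSO wells and 100% = wells without agonist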
5HT1E ag: activates the human 5-HT1E serotonin receptor | P28566 | CHO 5-HT1E Ga15 NFAT-bla reporter, FRET; 0% DMSO wells, 100% control agonist wells | activation, % at 6 µM | actives 0.69% (n = 65,000) | AID 574;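 active = activation above a set limit, the screen-wide mean activation plus 3 SD, cut at about 8.5% in these data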;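 also: 100% = positive control agonist at 1 µM giving full maximal response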
AP complement: orthogonal test for alternative complement pathway inhibitors. Human serum alternative complement pathway, LPS-coated ELISA, C3 deposition; tested in compound mixtures. inhibition, % at 5 µM. actives 0.08% (n = 62,000). AID 1235;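 active = inhibition above 30% in each of the two pooled mixtures holding the compound, so the lower value exceeds 30%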;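 also: 0% = serum in Mg-EGTA without compound and 100% = EDTA serum blank; some compounds past the cut are filed as inactive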
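Medium: diluted human serum in Mg2+-EGTA GVB++. Assay system: human serum complement alternative pathway, C3 deposition onto LPS. Also added: Plate-bound LPS. Technique: Anti-C3 ELISA, OD 450 nm. Measure: percent inhibition. Incubation: 1 h at 37 °C. Dosing: 5 µM each compound, pools of ten, 50 µM per pool.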
RORa activator: activators of human nuclear receptor RORA. P35398. CHO-K1 Gal4-RORA LBD luciferase reporter, luminescence; percent increase over mock-subtracted basal signal. activation, % at 10 µM. actives 1.5% (n = 65,000). AID 560;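 active = activation above the mean of all tested compounds plus 3 SD, cut at about 49% in these data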;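 also: 0% = DMSO-treated RORA cells and 100% = added signal equal to DMSO minus mock-transfected cells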
SF1 activator: SF-1 (human) activation | CHO-K1 Gal4-SF-1 LBD luciferase reporter; % increase over DMSO SF-1-specific signal | actives 1.9% (n = 65,000) | Q13285 | activation, % at 10 µM;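 active = activation above the mean activation of all tested compounds plus 3 SD, cut at about 50% in these data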
Target sequence (Q13285 whole entry, looked up, the tested form may be a part): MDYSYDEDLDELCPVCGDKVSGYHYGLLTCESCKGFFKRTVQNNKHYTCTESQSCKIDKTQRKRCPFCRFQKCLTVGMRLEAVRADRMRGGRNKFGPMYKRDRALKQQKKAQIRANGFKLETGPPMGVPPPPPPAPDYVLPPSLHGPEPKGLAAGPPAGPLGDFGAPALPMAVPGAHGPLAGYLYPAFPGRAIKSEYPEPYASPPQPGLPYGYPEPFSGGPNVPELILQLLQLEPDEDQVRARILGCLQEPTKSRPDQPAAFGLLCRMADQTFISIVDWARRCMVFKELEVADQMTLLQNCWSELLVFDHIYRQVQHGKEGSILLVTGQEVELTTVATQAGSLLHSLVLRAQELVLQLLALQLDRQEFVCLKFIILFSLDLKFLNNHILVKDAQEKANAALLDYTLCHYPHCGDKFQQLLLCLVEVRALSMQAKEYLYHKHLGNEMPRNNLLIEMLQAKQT
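Material: Transient Gal4-SF-1 LBD reporter, CHO-K1 | Input: 4,000 cells/well | Dosing: One dose, 10 µM compound, 1% DMSO | Incubation: 20 h compound treatment, 37 °C | Detection: SteadyLite luciferase luminescence | Evaluation: Percent activation relative to DMSO median and mock-transfected background | Benchmarks: DMSO-treated SF-1-transfected cells as negative, DMSO-treated mock-transfected cells lacking SF-1 as background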
S1P3 ag: agonists of human S1P3 receptor; Q99500; S1P3 NFAT-BLA reporter cells, agonism, FRET ratio; relative to 1 µM S1P, basal subtracted; activation, % at 4.5 µM; actives 0.1% (n = 60,000); AID 373;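 active = activation above the screen-wide mean plus 3 SD, cut at about 4.5% in these data, passing the limit was not always enough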; also: some compounds called inactive have numbers as strong as hits
Target sequence (Q99500 whole entry, looked up): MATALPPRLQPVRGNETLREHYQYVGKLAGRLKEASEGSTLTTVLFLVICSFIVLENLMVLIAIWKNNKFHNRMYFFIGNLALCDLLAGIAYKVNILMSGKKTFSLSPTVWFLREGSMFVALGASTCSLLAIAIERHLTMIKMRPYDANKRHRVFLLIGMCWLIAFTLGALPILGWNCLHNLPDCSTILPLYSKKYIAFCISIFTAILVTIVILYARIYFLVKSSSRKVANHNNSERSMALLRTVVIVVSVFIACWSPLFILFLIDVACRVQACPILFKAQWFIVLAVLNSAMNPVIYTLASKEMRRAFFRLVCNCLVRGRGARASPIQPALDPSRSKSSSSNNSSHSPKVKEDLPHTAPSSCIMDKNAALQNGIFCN
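Measure – % activation relative to 1 µM S1P (100%), per plate · System – stable CHO line with human S1P3, Gα16, NFAT-BLA reporter · Timing – cells plated overnight, compound 4 h 37 °C, substrate 2 h RT · Technique – fluorescent BLA substrate, ex 405 nm, em 460/535 nm ratio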
5-HT1A blocker: 5-HT1a (human) receptor antagonism | CHO 5-HT1a Ga15 NFAT-bla reporter, antagonist mode | inhibition, % at 10 µM | P08908 | actives 0.68% (n = 62,000);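 active = inhibition above the mean of all tested compounds plus 3 SD, cut at about 43% in these data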;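 also: receptor stimulated by 5-CT agonist at 100 nM near EC80; beta-lactamase reporter measured by ratiometric fluorescence of a cleavable substrate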
Ecoli tolC: E. coli tolC mutant growth inhibition; E. coli BW25113 tolC mutant growth, OD615; growth inhibition, % at 10 µM (by protocol); actives 2.2% (n = 65,000); AID 573;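 active = growth inhibition at or above a cutoff equal to the mean over every tested compound plus 3 SD, cut at about 60% in these data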;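 also: growth measured after 20 h incubation at 37 °C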
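Material: E. coli BW25113 ΔtolC::kan, tolC deletion mutant strain. Measure: percent growth inhibition. Schedule: 37 °C, 20 h exposure. Doses: single-point testing at 10 µM. Signal: A615 absorbance measurement. Buffer or medium: kanamycin-containing LB broth (50 µg/mL).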
Starred values were filed as active, the others as inactive; · = not tested or not shown.

Order of values – S1P1 ag pot, HTR1E antagonist, 5HT1E ag, AP complement, RORa activator, SF1 activator, S1P3 ag, 5-HT1A blocker, Ecoli tolC
CCN1CCC2(CC1)C(C#N)=C(N)Oc1c2sc2nc(C)cc(C)c12
→ 3, 7, 0.5, -13, -7, -7, -0.1, 6, 2
CC(C)(C)OC(=O)N[C@@H](Cc1ccccc1)c1nnc(SCC(=O)O)o1
→ 10, 10, 1.3, -5, 20, 8, -1.7, -9, 7
O=C1CCC(=O)N1OCCCOc1ccc(Br)cc1Cl
→ 6, -1, -2.3, 6, -28, -20, -1.3, 2, 9
O=C(CCCc1nc(-c2ccccc2)no1)N1CCOCC1
→ 4, 4, 0.3, -3, -8, -5, -0.2, -10, -32
O=C(NC1CCCC1)c1cnn2c(C(F)(F)F)cc(-c3ccc4c(c3)OCO4)nc12
→ 14, 10, 0.2, -12, -1, -28, -1.0, 0, 14
CN(CC(=O)N1CCc2ccccc21)S(=O)(=O)c1ccc(Cl)cc1
→ 2, 3, -0.4, 6, -1, -1, 0.1, 4, 22
CCOC(=O)N1CCN(C(=O)Cn2ncc3ccccc32)CC1
→ -25, -2, 0.6, 25, -4, -24, -0.1, -2, -14
COc1cccc(C(c2nnnn2CS(=O)(=O)c2ccc(C)cc2)N2CCN(C)CC2)c1OC (centres undefined)
→ 3, -13, -0.9, -22, 9, 3, -0.2, 8, -10
Cc1cc(C(=O)Nc2sc(C)c(-c3ccc(F)cc3)c2C(N)=O)no1
→ 102*, -7, 1.2, 15, 38, 85*, -0.3, 0, -4
Cc1ccccc1Nc1nnc(C)c(=O)[nH]1
→ ·, -9, 0.6, 3, -2, 15, 0.4, 9, -12
CCC1CCCCN1c1nc(-c2cccc(OC)c2O)nc2ccccc12 (centres undefined)
→ -26, -26, 1.6, ·, -5, 9, -0.8, ·, 16
CC1(C)CC(O)C(CCC(O)c2ccccc2)C(C)(C)N1 (centres undefined)
→ -8, -4, 0.3, -9, 12, -8, -1.9, 13, -8
CC(=O)NC(CCS(C)(=O)=O)C(=O)Nc1cccc2ccccc12 (centres undefined)
→ -4, -10, 0.0, -7, 10, 20, 0.6, -5, -17
CCc1ccc2nc(NC(=O)c3cc(C)on3)sc2c1
→ 41, 28, -1.6, 10, 69*, 117*, -0.9, 7, 42
CC(C)NS(=O)(=O)c1ccc(OCC(=O)Nc2ccc3c(c2)OCO3)c(Cl)c1
→ -2, -7, 0.7, -2, -1, 10, -0.3, -2, -1
OC(CNCc1ccco1)COc1ccccc1 (centres undefined)
→ -19, -10, -0.6, 4, -21, -7, -0.8, 10, -2
COCCNC(=O)c1ccccc1-c1ccccc1C(=O)O
→ -17, -1, 0.2, 4, -1, -8, 0.4, 7, -2
C1=C(CCNc2ncnc3c2cnn3-c2ccccc2)CCCC1
→ -30, -5, -0.2, 8, 45, 44, -0.6, -17, 7
CN(C)c1nc(N)nc(-c2cccnc2)n1
→ -17, -4, -1.3, 15, -1, -7, -0.8, -6, -6
COc1cccc(OC(=O)CSc2nnc(-c3ccccc3Br)o2)c1
→ -1, -9, -1.4, 19, 6, -12, 0.1, 6, -19
COc1cc(C(=O)Nc2cccc(-c3nc4cc(C)cc(C)c4o3)c2)cc(OC)c1OC
→ -2, -4, 0.1, 15, -4, -2, -0.8, -16, -10
COCCCNCCOc1cc(C(C)C)ccc1C
→ ·, -5, 0.0, 3, -22, -21, -0.4, -6, -7
CCOC(=O)c1csc(NC(=O)CSc2nnnn2-c2ccc(OC)cc2)n1
→ 22, 3, -0.7, -12, -7, -4, -0.6, 2, -4
Cc1ccc(C)c2[nH]c(=O)c(CCNC(=O)c3ccc(Br)o3)cc12
→ -20, -1, 0.3, 4, -8, -8, 0.1, -14, 3
O=C(CSc1nnc(SCc2ccc(Cl)cc2)s1)N1CCOCC1
→ 0, 3, -0.3, 4, 6, -4, -1.3, 9, 4
COc1ccc(C)cc1S(=O)(=O)N(C)CC(N)=O
→ 0, 12, 0.2, 8, -2, -10, -0.7, -4, -17
CCOC(=O)c1cc2c(=O)n3ccccc3nc2n(C(C)C)c1=NC(=O)c1ccncc1
→ ·, 0, 3.2, 5, 11, 19, ·, -3, 5
Cc1noc(/C=C/N(C)C)c1S(=O)(=O)N1CCCC(C(=O)NC(C)c2ccccc2)C1 (centres undefined)
→ 6, -9, -0.1, 5, 8, 5, 0.5, -1, -2
CCOc1ccccc1Nc1nnc(SCC(=O)N2CCCC2)s1
→ ·, 6, 0.1, 25, 14, 10, ·, 11, -1
CC(C)C1C(C#N)=C(N)Oc2n[nH]c(-c3cccs3)c21 (centres undefined)
→ 23, 6, 0.6, -10, 20, -5, -1.9, 16, 11
COc1ccc(-c2nc(SCC(=O)NCc3ccco3)c(-c3ccccc3)[nH]2)cc1OC
→ ·, 8, -0.5, 17, 0, 2, ·, 22, -3
CC(C)NC(=O)CSc1nc2ccccc2n1-c1ccccc1
→ -233, -10, -0.6, -6, -15, 11, -0.1, 10, 2
CCOc1ccccc1NC(=O)C1CCCN1C(=O)OCc1ccccc1 (centres undefined)
→ -56, 4, 0.2, 2, -16, -7, 2.2, 13, -11
O=S(=O)(NC1CC1)c1ccc(S(=O)(=O)N2CCc3ccccc32)cc1
→ 20, 9, -1.2, 10, -13, 0, 0.0, 14, -15
Nc1cccc(C(=O)Nc2ccco2)c1
→ -15, -6, 3.7, 3, 22, 11, -0.6, -14, -15
CCC(CC)C(=O)Nc1cccc(C(=O)NCc2ccco2)c1
→ -14, 10, -1.3, -14, -6, 12, 2.4, 16, 4
COc1ccc(N(C(=O)CNC(=O)c2ccco2)C(C(=O)NC2CCCCC2)c2ccco2)cc1 (centres undefined)
→ -8, -16, 0.0, 12, 4, -6, -0.1, 5, 3
COc1ccc(S(=O)(=O)n2nc(OC(=O)c3ccc(C)cc3)cc2N)cc1
→ 11, 2, 0.0, 15, 23, 5, 1.0, -5, -8
CCN1C(=O)C2(C(C#N)=C(N)Oc3c2c(C)nn3-c2ccccc2)c2ccccc21 (centres undefined)
→ 12, -1, 1.1, 9, -10, -2, 0.2, 22, 3
COc1ccc(Cl)c(NC(=O)Cn2nnc(-c3ccccc3N)n2)c1
→ -3, -14, -0.8, -10, -5, 9, 0.4, -2, 9
COC(=O)CN1C(=O)C(O)(CC(=O)c2ccc(Br)cc2)c2ccccc21 (centres undefined)
→ 7, 1, 0.2, 16, -13, -20, -1.0, -10, -10
NC(=O)c1ccsc1NC(=O)c1cccs1
→ -14, 10, 0.6, 26, 68*, 55*, -0.1, -13, 3
CC(C)c1ccc(S(=O)(=O)N2CCN(CCC(=O)Nc3ccc(N(C)C)cc3)CC2)cc1
→ -15, 2, -0.6, 0, 5, 15, -1.7, -2, 5
O=C(CN1CCCC1)N1CCCc2c1c(=O)oc1ccc(OCc3ccccc3)cc21
→ 5, 7, 0.2, 2, 11, -1, -1.3, -2, -7
O=c1[nH]c2ccc(Cl)cc2c(=O)n1Cc1ccco1
→ -53, -8, -0.4, 20, -1, 3, -1.0, 10, 5
CCCOC(=O)Nc1ccc(C(N)=O)cc1
→ -20, 1, 0.8, 17, 14, 13, -0.8, -11, -17

Screening data as filed in PubChem BioAssay.

Compounds as they come. Share with any hit: about 7.1%.
